Source: PubChem (several laboratories)
HIF-2a block – HIF-2a inhibition. 786-0 RCC cells HIF-2a reporter, luciferase luminescence, overnight. inhibition, % at 18.8 µM. 0.72% of 360,000 active. AID 624352;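 active = inhibition of the luminescence signal of 40% or more relative to plate controls, in a single-dose primary screen at 18.75 µM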
NR2E3 ag-1 – agonists of human NR2E3 nuclear receptor; Q9Y5X4; CHO-S Gal4-NCOR/VP16-NR2E3 two-hybrid, luciferase; inhibition of corepressor binding, % at 3.98 µM; 0.35% of 360,000 active; AID 602229;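 active = inhibition above the mean of all tested compounds plus 3 SD, cut at about 70% in these data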;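 also: 0% = DMSO with NR2E3 transfected cells and 100% = cells lacking NR2E3 construct; higher means lower luciferase signal from less NR2E3 corepressor binding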
Target sequence (Q9Y5X4 whole entry, looked up, the tested form may be a part): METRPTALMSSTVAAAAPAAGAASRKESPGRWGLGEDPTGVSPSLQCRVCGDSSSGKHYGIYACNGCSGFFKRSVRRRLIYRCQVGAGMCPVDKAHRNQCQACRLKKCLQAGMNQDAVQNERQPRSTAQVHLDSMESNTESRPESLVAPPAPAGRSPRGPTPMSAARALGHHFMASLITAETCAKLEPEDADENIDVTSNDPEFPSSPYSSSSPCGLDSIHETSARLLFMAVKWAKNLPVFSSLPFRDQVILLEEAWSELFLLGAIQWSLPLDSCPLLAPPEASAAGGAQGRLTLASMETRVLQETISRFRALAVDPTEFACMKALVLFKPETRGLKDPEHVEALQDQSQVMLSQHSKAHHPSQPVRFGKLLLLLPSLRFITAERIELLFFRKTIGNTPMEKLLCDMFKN
aDG glyco up – increases alpha dystroglycan glycosylation | Pro5-aDG cells, alpha-DG glycosylation AlphaScreen (IIH6); 0% Pro5, 100% B10-LARGE cell signal | activation, % at 10 µM | 0.22% of 360,000 active;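 active = activation of at least 8% versus controls, or a plate z-score of at least 8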;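 also: Pro5 are CHO cells carrying HIG-tagged alpha-DG that lacks glycosylation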
Shn3 inh set2 – inhibitors of Schnurri-3 3'UTR reporter in osteoblasts. Clone20 osteoblast Shn3 3'UTR firefly luciferase, 24 h. inhibition, % at 12.5 µM. 0.52% of 360,000 active. AID 588674;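 active = mean inhibition of at least 75% with every replicate also reaching 75%; inconclusive = mean inhibition at least 75% but some replicate below; inactive = mean inhibition below 75%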;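 also: 0% = median of neutral control wells and 100% = pilot-screen positive control compound; some compounds past the cut are filed as inactive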
NR2E3 ag-2 – NR2E3 (human) agonism | Q9Y5X4 | GST-NR2E3/biotin-RetCOR TR-FRET, 1536-well | inhibition of corepressor binding, % at 4.78 µM | 0.12% of 320,000 active | AID 2300;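 active = percent inhibition above the cutoff of mean plus 3 SD of all tested compounds, set per screening campaign, cut at about 20% in these data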;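 also: 0% = DMSO wells and 100% = biotin wells as full block of FRET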
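Material: NR2E3–RetCOR corepressor complex | Quantity: 1.35 nM GST-tagged NR2E3 final | Schedule: 5 h at 4 °C | Replication: Singlicate compound wells | Reagent: RetCOR corepressor, biotinylated, 7 nM | Controls: Biotin wells as high control, 0.6% DMSO wells as low control | Signal: TR-FRET, Eu(K)-anti-GST donor, streptavidin-D2 acceptor, ex 340, em 617/671 nm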
TWEAK-Fn14 inh – TWEAK-Fn14 signaling inhibition | TWEAK-stimulated Fn14 reporter cells, luciferase luminescence, 8 h | inhibition, % at 10 µM | 2% of 360,000 active | AID 1159606; in the data active = inhibition above about 50%
Peg3 promoter – reduces Peg3 promoter-driven luciferase expression in HeLa; HeLa PEG-Prom luciferase reporter, luminescence, overnight; inhibition, % at 20 µM; 1.7% of 360,000 active; AID 588405;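 active = inhibition of at least 50% at 20 µM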
hiPSC survival – increases survival of single human iPS cells; hiPSC single-cell survival, ATPlite luminescence; 100% = ROCK inhibitor wells, 0% = DMSO; survival enhancement, % at 20 µM; 0.044% of 360,000 active; in the data active = survival enhancement above about 18%;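 also: cells exposed to compounds for 16 hours before the ATP read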
KKLEB cytotox – counter-screen for CF NF-kB inhibitors: cytotoxicity. KKLEB CF airway cells viability, ATPlite luminescence, overnight; active compounds read low; cells stimulated with P. aeruginosa culture filtrate. activity change (cytotoxicity), % at 5 µM. 0.36% of 360,000 active. AID 602141;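 active = corrected activity change at or below -50% at 5 µM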
CF NFkB inh – cystic fibrosis NF-kB activation inhibition | KKLEB NF-kB-GFP reporter, PAF-induced, GFP fluorescence overnight | inhibition, % at 5 µM | 0.86% of 360,000 active | AID 588850;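 active = at least 50% inhibition at 5 µM, scaled per plate between neutral and stimulator controls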;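 also: PAF is a Pseudomonas aeruginosa culture filtrate used as stimulus; plate controls were PAF-stimulated DMSO wells for no effect and unstimulated DMSO wells for full effect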
TRPM1 prom inh – MITF TRPM1 promoter inhibition in SK-MEL-5 cells; 0.83% of 330,000 active; inhibition, % at 12.5 µM; SK-MEL-5 TRPM1 promoter luciferase, 24 h; AID 488899;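 active = mean inhibition across replicates of 60% or more, whatever share of single replicates reaches that level; inconclusive = some that reach 60%, reason not given; inactive = mean inhibition across replicates below 60%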; also: values of inactives mirror those of a sister screen read the other way
* = called active by the depositor; u = inconclusive; x = not tested or not shown.

SMILES | HIF-2a block | NR2E3 ag-1 | aDG glyco up | Shn3 inh set2 | NR2E3 ag-2 | TWEAK-Fn14 inh | Peg3 promoter | hiPSC survival | KKLEB cytotox | CF NFkB inh | TRPM1 prom inh
O=C(NCc1ccc(F)cc1)c1cc(C2CCCN(C(=O)c3ccc4c(c3)CCO4)C2)on1 (centres undefined) | 12.4 | -10.2 | -0.2 | 5.3 | x | 5.5 | 15.2 | 0.5 | -3.8 | -6.6 | x
CCc1ccc2nc(SCC(=O)N3CCCCC3)c(C#N)cc2c1 | -112.1 | -30.4 | 0.9 | -11.3 | 3.0 | 8.1 | -89.2 | 3.1 | -6.9 | 11.0 | -17.5
COCCNC(=O)c1noc2c1CCc1cc(OC)ccc1-2 | -196.6 | -126.6 | 0.2 | -115.2 | -0.8 | 24.1 | -230.4 | 2.3 | 6.1 | 3.0 | -75.7
COc1ccc(C(O)c2nc(-c3ccc(N(C)C)cc3)cs2)cc1 (centres undefined) | -166.7 | 7.1 | 0.4 | 20.2 | x | 9.4 | -131.0 | -1.5 | -11.7 | 6.9 | x
COc1ccccc1CNC(=O)c1ccc2c(c1)OCO2 | -41.0 | -11.6 | 0.2 | -17.5 | 0.2 | 18.7 | -21.7 | -0.4 | 5.0 | -0.4 | 6.7
CN(C)CCC(C(=O)c1ccccc1)c1cccnc1 (centres undefined) | 4.4 | 3.0 | -0.2 | -3.9 | x | 14.2 | 19.0 | -0.2 | -4.6 | 13.5 | -4.2
COc1ccc(C(=O)Nc2cccc(NC(=O)c3cccs3)c2)cc1OC | -57.1 | -1.9 | 0.0 | -20.7 | 1.7 | -5.6 | -19.8 | -0.7 | -13.8 | -9.9 | -4.7
O=[N+]([O-])c1ccccc1/C=N/n1c(C(F)(F)F)n[nH]c1=S | 9.6 | -14.3 | 0.0 | -13.9 | -3.5 | -1.0 | -5.2 | -0.9 | -4.3 | 7.1 | 6.5
FC(F)(F)c1cc(-c2ccccn2)nc2cc(-c3ccccc3)nn12 | -12.7 | -5.0 | 0.0 | 2.0 | 2.0 | -16.6 | -16.9 | 0.0 | -1.7 | 2.8 | -12.4
c1ccc(-n2cnc3cc(NCc4ccco4)ccc32)cc1 | -300.0 | -118.4 | 0.1 | -52.3 | -1.6 | -31.9 | -237.0 | -0.8 | -31.4 | 22.2 | -70.8
O=C(Nc1ccc(-c2nc3ccccc3[nH]2)cc1)C1CCCN(Cc2ccn[nH]2)C1 (centres undefined) | -123.1 | 0.4 | -0.2 | -72.0 | x | -0.1 | -154.6 | -2.8 | -3.5 | 8.4 | x
CN(C)C(CNC(C(=O)Nc1ccc(F)cc1)c1ccccc1)c1ccccc1 (centres undefined) | -6.8 | -30.4 | 0.1 | 3.3 | -2.0 | 16.1 | -3.7 | 0.8 | -2.7 | 1.3 | -20.6
C=CCn1c(SCC(=O)C(C)(C)C)nnc1-c1ccccn1 | 8.2 | -25.0 | 0.1 | 9.0 | -1.9 | 7.5 | -2.2 | -0.5 | 12.3 | 7.5 | 5.2
Cc1cccc(C(=O)N/N=C/c2ccc[nH]2)c1 | -26.5 | -32.6 | 0.0 | -22.6 | -2.2 | -7.9 | -53.1 | 0.0 | 8.3 | -13.1 | -22.4
N#Cc1nc(-c2ccccc2F)oc1N1CCN(C(=O)c2ccco2)CC1 | 12.1 | -7.2 | -0.2 | 5.5 | 2.9 | -20.5 | 17.7 | 0.4 | -12.5 | 11.9 | -2.4

A second format for 2 compounds above.
Sequence of screens – HIF-2a block, NR2E3 ag-1, aDG glyco up, Shn3 inh set2, NR2E3 ag-2, TWEAK-Fn14 inh, Peg3 promoter, hiPSC survival, KKLEB cytotox, CF NFkB inh, TRPM1 prom inh
- FC(F)(F)c1cc(-c2ccccn2)nc2cc(-c3ccccc3)nn12
  -12.7, -5.0, 0.0, 2.0, 2.0, -16.6, -16.9, 0.0, -1.7, 2.8, -12.4
- CN(C)C(CNC(C(=O)Nc1ccc(F)cc1)c1ccccc1)c1ccccc1 (centres undefined)
  -6.8, -30.4, 0.1, 3.3, -2.0, 16.1, -3.7, 0.8, -2.7, 1.3, -20.6

(cont.)
SMILES | HIF-2a block | NR2E3 ag-1 | aDG glyco up | Shn3 inh set2 | NR2E3 ag-2 | TWEAK-Fn14 inh | Peg3 promoter | hiPSC survival | KKLEB cytotox | CF NFkB inh | TRPM1 prom inh
CCc1nc(SCC(=O)Nc2ccccc2OC)n[nH]1 | 1.7 | -5.2 | -0.1 | -14.1 | -0.4 | -20.0 | 3.3 | 0.2 | 6.4 | 6.0 | 13.6
Cc1cccc(-n2ncc3c2CCCC3NC(=O)c2ccncc2)c1C (centres undefined) | -2.5 | 83.0* | 1.7 | u | x | 42.9 | -4.5 | 2.5 | -6.0 | -2.8 | x
O=C(CCN1C(=O)C2C3C=CC(C3)C2C1=O)N1CCN(c2ccc([N+](=O)[O-])cc2)CC1 (centres undefined) | 10.9 | -9.5 | 0.0 | 26.2 | 1.8 | 6.0 | 12.6 | -1.0 | 8.6 | -1.1 | 14.1
CCOC(=O)CSc1nnc(-c2cccs2)n1-c1ccccc1 | 6.6 | -14.8 | -0.4 | 2.1 | 1.1 | -4.4 | 6.7 | -1.5 | -0.3 | -5.4 | 1.7
Cc1ccc(CNS(=O)(=O)c2cc3c(cc2C)NC(=O)CO3)cc1 | 2.7 | -0.5 | 0.1 | 7.3 | 3.8 | -11.2 | 22.2 | -1.3 | -0.2 | 10.1 | x
CN(C(=O)c1ccccc1)C1(C)CCS(=O)(=O)C1 (centres undefined) | 5.2 | -14.9 | -0.1 | 11.2 | -3.0 | -0.2 | 0.4 | 0.3 | 6.6 | -1.0 | -5.1
CCc1ccc(S(=O)(=O)Nc2ccc(C)c(NS(C)(=O)=O)c2)cc1 | 9.8 | -23.7 | 0.0 | 3.1 | -1.5 | 13.8 | 18.0 | 1.0 | -4.5 | -7.4 | 14.9
CCCC(=O)N1CCN(c2ccc(NC(=S)NC(=O)CC)cc2)CC1 | -10.0 | 11.8 | -0.2 | 14.8 | 0.3 | 15.7 | 6.0 | 0.6 | -2.7 | 11.5 | 7.2
CCOC(=O)/C(C#N)=C/c1cccc(F)c1 | 11.0 | 11.9 | -0.5 | 3.2 | 2.5 | -19.4 | 1.3 | 0.7 | 3.7 | -10.5 | -2.5
CSc1nc2ccsc2c(=O)n1-c1cccnc1 | 22.5 | -4.3 | -0.3 | -26.3 | -1.2 | -4.2 | 22.4 | 1.1 | 16.1 | -2.3 | 9.7
Nc1nccnc1C(=O)OCC(=O)C12CC3CC(CC(C3)C1)C2 | 5.7 | 6.4 | 0.0 | 8.2 | 4.0 | 13.1 | -24.3 | 0.7 | -6.2 | 10.3 | -9.7
CC1CCCCN1C(=O)CSCC(=O)Nc1nc(-c2cccs2)cs1 (centres undefined) | -75.4 | -36.7 | -0.1 | -41.5 | 3.5 | 24.2 | -62.9 | -1.9 | -1.7 | 13.1 | -23.5
Cc1cc(C)cc(OCC(=O)Nc2nonc2NC(=O)COc2cc(C)cc(C)c2)c1 | 17.1 | -29.5 | 0.1 | -6.7 | 1.6 | -8.6 | 11.9 | -3.7 | -0.9 | -0.8 | 0.9
COC(=O)c1ccc(CNCC(=O)Nc2ccc(C(=O)OC)cc2)cc1 | 15.1 | 11.3 | 0.3 | 1.2 | -1.4 | -13.8 | 5.5 | 0.0 | -6.7 | 16.9 | -6.9
O=C(OCc1ccccc1F)c1cc(S(=O)(=O)N2CCCCC2)ccc1N1CCOCC1 | -2.2 | 0.5 | -0.3 | 17.1 | x | 14.1 | 19.8 | -0.8 | -2.2 | -7.6 | x
Cc1ccc(CN(N=Nc2nonc2N)c2nonc2N)c(C)c1 | 22.7 | -19.7 | 0.6 | 15.4 | -0.3 | 9.5 | 11.8 | -0.9 | -18.0 | -0.7 | 1.2
O=C(CCN1C(=O)/C(=C/c2ccccc2Cl)SC1=S)NCCc1ccc(O)cc1 | 15.9 | 7.5 | 0.7 | -41.3 | 0.5 | -22.8 | 31.4 | -0.3 | -8.2 | 7.9 | 15.6
O=C(O)CC/C(=C\c1cc2c(cc1Br)OCO2)c1nc2ccccc2s1 | 14.0 | -9.4 | 0.0 | -9.3 | 4.7 | 6.8 | 6.0 | -0.5 | 1.7 | 8.5 | 5.9
COc1ccc(-c2cn3c(C)c(C(=O)NCc4ccc5c(c4)OCO5)sc3n2)cc1 | -5.2 | -13.2 | 0.9 | 10.2 | 5.9 | -26.5 | 0.1 | 0.2 | -14.4 | 11.6 | x
Cc1cc(C(=O)NNC(=S)Nc2ccccc2)nn1C | -204.2 | -121.9 | 0.1 | -54.6 | 0.8 | -21.4 | -101.2 | -0.1 | -0.7 | -5.2 | -9.3
O=C(CSCC(=O)OCC(=O)c1ccc(Br)cc1)Nc1cccc2ccccc12 | 18.0 | -34.3 | 0.0 | -33.3 | 1.5 | -2.1 | 18.8 | -2.8 | 5.7 | 6.0 | 11.6
S=C(NCc1ccc(Cl)cc1)Nc1ccc(Cl)cc1Cl | 12.6 | -8.7 | -0.1 | -18.9 | 0.3 | -1.6 | 13.0 | 0.3 | -3.2 | 15.0 | -0.4
CC(C)COC(=O)N(C)C[C@H]1OCc2cnnn2CCCC(=O)N([C@@H](C)CO)C[C@H]1C | 3.4 | -17.7 | -0.1 | -13.1 | x | -11.9 | 20.7 | -2.6 | 8.9 | -20.4 | x
Cc1ccccc1C1CC(c2ccc(Br)cc2)Nc2nc(N)nn21 (centres undefined) | 7.5 | 6.2 | 0.0 | 17.8 | 0.7 | 4.6 | 7.1 | -3.0 | 12.3 | -7.5 | -2.7
CNC(=S)N/N=C/c1ccc(-c2ccc(Cl)c([N+](=O)[O-])c2)o1 | -21.3 | 18.7 | 1.0 | -10.8 | 0.7 | -20.1 | 43.8 | 0.1 | 8.0 | -92.6 | 1.4
CCC(=O)N1CCc2cc(S(=O)(=O)N3CCN(c4ccccc4)CC3)ccc21 | 8.3 | -5.4 | -0.1 | -5.4 | -2.3 | -1.0 | 1.7 | -0.4 | 8.3 | 3.7 | 2.8
CC1CCCN(Cc2nc3c(c(=O)n(C)c(=O)n3C)n2Cc2c(F)cccc2Cl)C1 (centres undefined) | 5.9 | -6.8 | -0.2 | 62.0 | 4.5 | -6.9 | 13.5 | 4.4 | -6.0 | 3.7 | x
COc1ccc(OC)c(NC(=S)N2c3ccccc3CC2C)c1 (centres undefined) | -13.6 | -46.7 | 0.0 | 27.0 | -2.0 | 12.2 | -34.3 | -0.5 | -8.3 | 6.2 | 16.0
CC1CCCN(C(=S)Nc2ccc(Nc3ccccc3)cc2)C1 (centres undefined) | -232.9 | -114.3 | 0.5 | -3.7 | 6.1 | -7.8 | -119.6 | 0.3 | 3.5 | -0.4 | -40.5
COc1ccc(C(=O)COc2ccc3c(C)cc(=O)oc3c2)cc1 | -53.5 | 1.1 | -0.1 | -15.6 | -1.9 | -21.4 | -33.2 | -0.2 | 6.7 | -4.0 | -5.4
